Assay outcomes as filed in PubChem.
aSyn tox rescue – alpha-synuclein toxicity suppression in yeast; AID 1347070; Potency, µM (top dose mostly 46.1 µM), inactives show at the top dose growth rescue (activation), usual class: activators; 94,000 compounds, 0.02% hits; S. cerevisiae alpha-synuclein toxicity rescue, BacTiter-Glo growth, 24 h; active = well fitted activation curve with a large enough effect; inconclusive = small, poorly fitted or top-dose-only effect; also: 0% is about no effect
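Growth restoration measured by BacTiter-Glo luminescence after 24 hr at 30 deg C; alpha-synuclein yeast, raffinose-pregrown to mid-log, were added at OD600=0.02 in galactose medium onto pinned compounds.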
* hit, by the source's call; ? = inconclusive. Potency is read from the fitted curve at half-maximal effect. A portion of the library; rates above refer to the full screens.

SMILES	aSyn tox rescue
CCOC(=O)c1ccc(NC(=O)CSc2cn(CC(=O)N3CCCC3)c3ccccc23)cc1	-1.5%
CCc1sc(C(=O)NCc2ccco2)cc1C	12.2%
CCOC(=O)CCc1c(C)nc2cc(-c3cc(OC)cc(OC)c3)[nH]n2c1=O	1.7%
COc1ccccc1N1CCN(S(=O)(=O)c2cc(C(=O)Nc3ccc(Oc4ccccc4)cc3)ccc2F)CC1	3.0%
COc1cc2ccc(C(C)=O)c(O)c2cc1OC	11.1%
N#Cc1cccc(NC(=O)CCNS(=O)(=O)c2ccc3c(c2)CCN3C(=O)C2CC2)c1	-17.4%
COc1cc(/C=N/Nc2nc(=O)[nH]nc2C)cc(OC)c1O	-5.4%
CC(=O)c1cccc(NC(=O)/C(=C\c2cccnc2)NC(=O)c2ccccc2)c1	-1.5%
CCc1ccc(NC(=O)C(=O)NCC(c2cccnc2)N2CCOCC2)cc1 (stereo unspecified)	6.5%
CN(C)/C=N/c1nc2nccc(-c3ccc(F)cc3)n2n1	-5.9%
CCn1c(CNC(=O)c2ccc(OC)cc2)nnc1SCC(=O)Nc1ccc(OC)cc1	-0.1%
CC(=O)c1ccc(NC(=O)CCSc2nc(-c3ccco3)cc(C(F)(F)F)n2)cc1	0.1%
CCCCCCSc1nc(N)c2c3c(sc2n1)CCCC3C (stereo unspecified)	4.2%
Cc1ccccc1Nc1nc(N)nc(COC(=O)c2ccc3c(c2)OCCO3)n1	12.6%
Cc1ccc(NC(=O)C(C)Sc2nnc3n2CCCCC3)cc1S(=O)(=O)N1CCOCC1 (stereo unspecified)	-0.1%
CCC(C)NC(=O)Cn1c(=O)n(CCCCCC(=O)NCc2ccccc2Cl)c(=O)c2sccc21 (stereo unspecified)	-6.4%
CCc1noc(C)c1C(=O)Nc1nc(-c2ccc(OC)cc2OC)cs1	-8.5%
COC(=O)c1c(SC)nc2ccccc2c1OCc1ccccc1C	2.5%
COc1ccc(NC(=O)c2cnc3cc(C)ccn3c2=O)c(OC)c1	-5.7%
CC1=C(C(=O)N2CCOCC2)CC(CC(=O)NC2CCCCC2)C(=O)N1Cc1ccccc1 (stereo unspecified)	0.0%
COCCCNC(=O)c1ccc(Cn2c(=O)c3ccccc3n(Cc3ccc(Cl)cc3)c2=O)cc1	-15.7%
CCCC(C(=O)N(C)CC(=O)Nc1ccc(N2CCOCC2)cc1)c1ccccc1 (stereo unspecified)	10.7%
Cc1ccc(Cn2cc(CCC(=O)NC3CCC(C)CC3)c3ccccc32)cc1 (stereo unspecified)	-3.6%
COC(=O)c1c(SCC(=O)Nc2cccc(Cl)c2C)[nH]c2ccccc2c1=O	-6.6%
O=C(Nc1ncccn1)C12CC3CC(CC(C3)C1)C2	-3.2%
CC(C)CCNC(=O)Cn1cc(S(=O)(=O)Cc2ccc(F)cc2)c2ccccc21	-14.6%
CCOc1ccc(NC(=O)Nc2nnc(N3CCCCC3C)s2)cc1 (stereo unspecified)	3.1%
Cc1ccc([C@@H]2CC(=O)[C@@H]3CN(S(=O)(=O)c4ccc(C)cc4)[C@H](c4ccc(Cl)cc4)C[C@@H]3N2S(=O)(=O)c2ccc(C)cc2)cc1	2.6%
COc1ncnc2c1ncn2CCCNCc1ccccn1	-5.2%
CC(C)CCN(C(=O)Nc1ccc(Cl)c(Cl)c1)C1CCN(C(C)C)CC1	5.8%

The last 5 entries of the part above come first, to join the parts.
SMILES	aSyn tox rescue
CC(C)CCNC(=O)Cn1cc(S(=O)(=O)Cc2ccc(F)cc2)c2ccccc21	-14.6%
CCOc1ccc(NC(=O)Nc2nnc(N3CCCCC3C)s2)cc1 (stereo unspecified)	3.1%
Cc1ccc([C@@H]2CC(=O)[C@@H]3CN(S(=O)(=O)c4ccc(C)cc4)[C@H](c4ccc(Cl)cc4)C[C@@H]3N2S(=O)(=O)c2ccc(C)cc2)cc1	2.6%
COc1ncnc2c1ncn2CCCNCc1ccccn1	-5.2%
CC(C)CCN(C(=O)Nc1ccc(Cl)c(Cl)c1)C1CCN(C(C)C)CC1	5.8%
CC(=O)c1cccc(NC(=O)c2nc(-c3ccc(C)cc3)n3c2CCCCC3)c1	-12.3%
CC1CCN(c2nc3c(S(=O)(=O)c4ccc(Cl)cc4)nnn3c3ccsc23)CC1	-8.5%
OC1(CNCc2cn[nH]c2-c2cc3ccccc3o2)CCCCC1	1.9%
NS(=O)(=O)c1ccc(CCNC(=O)c2coc3ccccc3c2=O)cc1	3.5%
O=C1CNC(=O)/C(=C/c2cccs2)N1	-18.1%
COC(=O)CC1Oc2ccc(Cl)cc2-n2cc(-c3ccc(C)cc3)nc21 (stereo unspecified)	-15.3%
O=c1c2cc([N+](=O)[O-])ccc2nc(CN2CCN(c3ccccn3)CC2)n1-c1ccccc1F	-5.8%
Cc1ccc(NC(=O)c2c(NC(=O)c3ccco3)sc3c2CCC(C(C)(C)C)C3)c(C)c1 (stereo unspecified)	-7.1%
CCOC(=O)c1[nH]c(C)c(CCC(=O)Nc2cc(Cl)c(OC)cc2OC)c1C	0.5%
CCc1ccc(NC(=O)C(=O)NCCc2csc(-c3ccc(C(F)(F)F)cc3)n2)cc1	-2.0%
O=C(O)c1cccc(S(=O)(=O)Nc2ccccc2Oc2ccccc2)c1	-0.9%
S=C(Nc1ccc(Cl)cc1)NC1CCCCC1	-9.7%
COc1cc2c(cc1OC)n(CC(=O)c1ccc(C)cc1)c(=O)n1nc(CCn3nc(C)cc3C)nc21	1.8%
CCOc1ccccc1NC(=O)CSc1nc2[nH]ncc2c(=O)[nH]1	12.9%
Cc1ccc(-n2c(SCC(=O)N3CCC(C(=O)O)CC3)nc3ccccc3c2=O)cc1C	10.6%
O=C(NCCc1ccccc1)c1ccccc1C(F)(F)F	10.5%
C[C@@H]1CN([C@@H](C)CO)C(=O)CCCn2nncc2CO[C@H]1CN(C)C(=O)c1ccc(N2CCN(C)CC2)cc1	-4.3%
CCc1ccc(NC(=O)CSc2nc3nccnc3c(=O)n2CCc2c[nH]c3ccccc23)cc1	-2.4%
Cc1oc2ncn(CC(C)C)c(=O)c2c1C(=O)N(Cc1ccccc1)C(C)C	3.2%
Cc1nn(Cc2noc(C(=O)NCc3cccc(F)c3)n2)c(C)c1Br	6.3%
O=C(Cn1c(=O)nc(-c2ccccc2)c2cc(Cl)ccc21)N1CCN(c2ccc(F)cc2)CC1	-3.7%
CN1CCN(NC(=O)CN2C(=O)S/C(=C\c3c(Cl)cccc3Cl)C2=O)CC1	-4.4%
COc1ccc(CC(=O)Nc2nc(C(C)(C)C)cs2)cc1	-6.8%
CCOC(=O)c1cnc2c(C)cc(C)cc2c1Nc1ccc(OCc2ccccc2)cc1	-10.8%
Cc1cccc(N2C(=O)C(CC(=O)Nc3cccc(F)c3)N(CCc3ccncc3)C2=O)c1 (stereo unspecified)	-18.1%
Cc1ccc2c(=O)c(C(=O)c3cccc(Cl)c3)cn(CC(=O)NC3CCCCC3)c2n1	-1.6%
CNC(=O)C[C@H]1C(=O)N(C2CCCCC2)C[C@@H]1CSC	-1.6%
COc1ccc(-n2c(=O)c3c4c(sc3n(CC(=O)NCC3CCCO3)c2=O)CCCC4)c(OC)c1 (stereo unspecified)	-3.7%
CCCn1nc(C(=O)N2CCCc3ccccc32)c2ccccc2c1=O	-12.7%
CC(=O)COC(=O)c1ccc2noc(-c3ccccc3)c2c1	3.4%

Part of the list above in a different format.
Compound,aSyn tox rescue
CC(C)CCN(C(=O)Nc1ccc(Cl)c(Cl)c1)C1CCN(C(C)C)CC1,5.8%
CC(=O)c1cccc(NC(=O)c2nc(-c3ccc(C)cc3)n3c2CCCCC3)c1,-12.3%
CC1CCN(c2nc3c(S(=O)(=O)c4ccc(Cl)cc4)nnn3c3ccsc23)CC1,-8.5%
OC1(CNCc2cn[nH]c2-c2cc3ccccc3o2)CCCCC1,1.9%
NS(=O)(=O)c1ccc(CCNC(=O)c2coc3ccccc3c2=O)cc1,3.5%
O=C1CNC(=O)/C(=C/c2cccs2)N1,-18.1%

Next section.
SMILES	aSyn tox rescue
Oc1ccc(N=Nc2ccccc2)cc1	-23.1%
O=C(CSc1nc2sc3c(c2c(=O)[nH]1)CCCC3)Nc1ccccc1F	-3.2%
COc1ccc(OC)c(NC(=O)CCNC(=O)c2ccco2)c1	-8.4%
NC(N)=Nc1ccc(N=C(N)N)cc1	6.9%
O=C(Cc1ccc(Cl)cc1)NC1CC(=O)N(c2ccc3c(c2)OCCO3)C1 (stereo unspecified)	5.5%
COc1ccc(-n2c(C)cc(-c3csc(NC(=O)c4ccc(S(=O)(=O)N(C)C)cc4)n3)c2C)cc1	-3.2%
COc1cc(C(=O)NCCSc2c(-c3ccccc3)[nH]c3ccccc23)cc(OC)c1OC	5.4%
O=Cc1cccn1-c1ccccc1	-3.5%
COCCOc1cc(N(CC(=O)N(C)C)S(=O)(=O)c2ccccc2)c(Cl)cc1Cl	-1.5%
Cc1ccc(-n2cc[nH]c2=S)cc1C	-4.9%
CS(=O)(=O)c1ccc2nc(NC(=O)CCS(=O)(=O)c3ccccc3)sc2c1	0.8%
O=C(Nc1ncc2c(n1)-c1ccccc1OC2)c1ccc(F)cc1	-9.4%
COc1ccc2c(c1)CC/C(=C\c1ccc(C)o1)C2=O	16.9%
O=C(Nc1ccc2c3c(cccc13)CC2)c1ccccc1	4.3%
COc1ccc(N2C(=O)C3CCCN3C2=S)cc1 (stereo unspecified)	-11.6%
Cc1ccc(NC(=O)c2ccc(CN3CC(=O)N4CCCCC4C3=O)cc2)cc1C (stereo unspecified)	-9.6%
CC(=O)c1ccc(NC(=O)C2=CC(c3ccc(C)cc3)=NS(=O)(=O)N2C)cc1	-4.3%
CCc1cc(=O)[nH]c(SCc2nc(-c3ccccc3)no2)n1	-4.7%
CCCCN1C(=O)C(O)(CC(=O)c2ccc(CC)cc2)c2cc(Br)ccc21 (stereo unspecified)	?
COc1cccc(NC(=O)CSc2nc(C3CC3)nc3ccccc23)c1	0.3%
O=C(Nc1cccc(Br)c1)N1CCN2CCCCC2C1 (stereo unspecified)	-8.7%
COc1cccc(-n2cc(C(=O)Nc3cc(OC)c(OC)c(OC)c3)c3ccccc3c2=O)c1	-0.3%
Nc1nonc1C(=O)NCCNCc1ccccc1F	4.6%
CCc1nc(SC)ncc1C(=O)N1CCN(c2cc(C)ccc2C)CC1	11.0%
CCCOc1ccc(C(=O)NNC(=S)NC(=O)c2ccccc2)cc1	16.8%
CN(Cc1nc2c(s1)CCCC2)C(=O)CCc1nnc(-c2ccc3c(c2)OCO3)o1	10.9%
COc1cc(OC)cc(C(=O)N2CC(=O)Nc3ccc(Cl)cc3C2c2ccccc2)c1 (stereo unspecified)	1.0%
CCC(C)c1ccccc1N1CC(C(=O)NCCc2ccc(OC)c(OC)c2)CC1=O (stereo unspecified)	7.3%
COc1ccc(OCc2cc(C(=O)NC(C)c3nc(C)cs3)no2)c(Cl)c1 (stereo unspecified)	2.8%
Cc1ccc(OCC(=O)NNC(=O)Cn2nnc(-c3ccccc3)n2)cc1	-16.0%
CN(C)CCN1CC(O)=C(c2nc3ccccc3s2)C1=N	0.4%
Cc1cc(NC(=O)C2CCCO2)ccc1Br (stereo unspecified)	7.5%
O=C(CN1C(=O)C2CCCCC2C1=O)Nc1nc2ccc(F)cc2s1 (stereo unspecified)	17.8%
Cc1cccc(N2CCN(C(=O)c3c(C)oc4ncnc(N5CCOCC5)c34)CC2)c1C	28.2%
O=C(NNc1ccccn1)c1ccccc1CC[N+](=O)[O-]	-5.1%
COC(=O)c1ccc(CN(C)S(=O)(=O)c2cccs2)cc1	7.8%
CCOc1ccc(CCNC(=O)c2nn(C)c3c2CSc2ccccc2-3)cc1	-12.4%
Cc1ccccc1/C=C/c1nc2ccccc2c(=O)[nH]1	-9.5%
Cc1ccc(Nc2nc3ccc(C(=O)c4ccccc4)cc3n3c(C)nnc23)c(C)c1	-3.4%
CSc1nnc(-c2ccc(S(=O)(=O)N3CCCCC3)cc2)o1	-4.7%
CCN(C(=O)c1cc(S(=O)(=O)N2CCc3ccccc32)cn1C)c1ccccc1	3.3%
Cc1oc2ncn(C)c(=O)c2c1C(=O)NC(C)c1ccccc1 (stereo unspecified)	-10.7%
COc1ccc(NC(=O)COc2ccc(C)c(C)c2)cc1S(=O)(=O)N1CCCCC1	5.9%
CN(Cc1ccc(Cl)cc1)C(=O)c1ccc2ccccc2n1	8.1%
O=C1NC(NS(=O)(=O)c2ccccc2)(C(F)(F)F)C(=O)N1c1ccc(F)cc1 (stereo unspecified)	-4.9%
CCc1cccc(CC)c1NC1=NS(=O)(=O)c2ccccc21	-4.8%
COc1cc([N+](=O)[O-])ccc1NC(=O)N1CCC2(CC1)Nc1ccccc1-n1cccc12	2.4%
COc1ccc(-c2cc(C(=O)NCc3cc(OC)c(OC)c(OC)c3)[nH]n2)cc1	-4.5%
CCCCNC(=O)C1CCN(c2nc3ccccc3nc2C(F)(F)F)CC1	-8.1%
CCCOc1ccc(NC(=O)CC2C(=O)N(c3ccc(C)cc3)C(=O)N2CCc2ccncc2)cc1 (stereo unspecified)	1.1%

Reprinted at random: four entries already listed.
SMILES	aSyn tox rescue
CCCCNC(=O)C1CCN(c2nc3ccccc3nc2C(F)(F)F)CC1	-8.1%
COc1ccc(-c2cc(C(=O)NCc3cc(OC)c(OC)c(OC)c3)[nH]n2)cc1	-4.5%
COc1ccc(NC(=O)COc2ccc(C)c(C)c2)cc1S(=O)(=O)N1CCCCC1	5.9%
CCc1cccc(CC)c1NC1=NS(=O)(=O)c2ccccc21	-4.8%

(listing goes on)
SMILES	aSyn tox rescue
O=C(c1ccc(S(=O)(=O)Cc2ccccc2Cl)c([N+](=O)[O-])c1)N1CCN(c2ccccn2)CC1	-14.3%
CN1CN(C)C(c2ccncc2)=C1c1ccncc1	4.2%
O=C(COC(=O)CCC1CCCC1)Nc1cc(S(=O)(=O)N2CCOCC2)ccc1Cl	2.0%
COc1cccc(/C=N/NC(=O)CNC(=O)COc2cccc(C)c2)c1O	1.9%
CSc1oc(-c2ccco2)nc1S(=O)(=O)c1ccc(F)cc1	3.1%
CCOC(=O)c1c(-c2ccccc2)csc1NC(=O)c1cc(-c2cccc(Cl)c2)on1	-6.2%
CCc1cc2cccc(C)c2nc1SCC(=O)NC1CCCC1	0.2%
